RGS4-Gao reg: modulators of RGS4 binding to Galphao, primary screen, biochemical, multiplexed bead flow cytometry. Guanine nucleotide-binding protein G(o) subunit alpha (Homo sapiens), P09471. actives lie on both sides. binding response (% of control), % at 10 µM. 220,000 tested, 0.33% active. AID 1415, 2008; in the data active means binding response below about 49% or above about 150%; inactive means in between;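 further: fluorescent Galphao activated with aluminum fluoride binding bead-coupled RGS4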
Bcl-XL Bim block: inhibitors of Bim-Bcl-XL binding, primary screen, biochemical, multiplexed, bead flow cytometry, human Bcl-XL; Bim peptide-Bcl-XL binding, fluorescence; inhibition, % at 10 µM; 190,000 tested, 0.04% active; AID 1007, 2008
Target sequence (Q07817 whole entry, looked up): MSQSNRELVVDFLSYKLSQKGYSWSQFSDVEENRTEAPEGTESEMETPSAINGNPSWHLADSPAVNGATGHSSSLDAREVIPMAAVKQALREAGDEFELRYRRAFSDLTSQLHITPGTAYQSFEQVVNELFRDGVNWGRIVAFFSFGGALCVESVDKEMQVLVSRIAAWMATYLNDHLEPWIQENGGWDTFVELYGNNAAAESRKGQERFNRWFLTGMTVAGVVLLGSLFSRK
Bcl-2 Bim block: inhibitors of Bim-Bcl-2 binding, primary screen, biochemical, multiplexed, human Bcl-2 family | Bead-based flow cytometry, Bim peptide-Bcl-2 binding | Apoptosis regulator Bcl-2 (Homo sapiens), P10415 | 190,000 tested, 0.06% active | inhibition, % at 10 µM; in the data active means inhibition above about 40%; inconclusive means no clear call, values can overlap the other calls;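 further: 0% = no compound wells with probe peptide and 100% = reference peptide inhibitor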
Bim-Bfl-1: inhibitors of Bim binding to Bfl-1, primary screen, biochemical, multiplexed, bead-based flow cytometry | Bcl-2-related protein A1 (Homo sapiens), Q16548 | Bim-Bfl-1 binding inhibition | inhibition, % at 10 µM | 190,000 tested, 0.12% active;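 further: 0% = wells without compound plus tracer and 100% = blocker peptide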
RGS8-Gao: RGS8-Galphao binding modulators, primary screen, biochemical, multiplexed bead flow cytometry; Guanine nucleotide-binding protein G(o) subunit alpha (Homo sapiens), P09471; actives lie on both sides; response (percent of control binding), % at 10 µM; 220,000 tested, 0.34% active; in the data active means response below about 60% or above about 140%; inactive means in between;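 further: Galphao activated as the GDP aluminium fluoride complex binding bead-coupled RGS8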
ABCB1 block: ABCB1 efflux pump inhibitors, primary screen, cell-based, multiplex, flow cytometry, ABCG2 counter-screen; CCRF-Adr cells, JC-1 efflux; AID 1326, 2008; 190,000 tested, 0.067% active; inhibition, % at 6.6 µM; ATP-dependent translocase ABCB1 (Homo sapiens), P08183; in the data active means inhibition above about 40%;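 further: 0% = vehicle and 100% = reference inhibitor; higher value means more JC-1 retained so stronger ABCB1 efflux block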
Bcl-W Bim block: inhibitors of Bim binding to Bcl-W, primary screen, biochemical, multiplexed, bead-based flow cytometry; 190,000 tested, 0.02% active; Bim peptide-Bcl-W binding; AID 952, 2007; inhibition, % at 10 µM;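 further: 0% = bound tracer without compound and 100% = peptide blocker; higher means less fluorescent Bim peptide bound to Bcl-W beads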
Bcl-B Bim block: inhibitors of Bim-Bcl-B binding, primary screen, biochemical, multiplexed, human Bcl-2 family | Bcl-2-like protein 10 (Homo sapiens), Q9HD36 | bead-based flow cytometry, Bim peptide-Bcl-B binding | inhibition, % at 10 µM | 190,000 tested, 0.073% active | AID 951, 2007;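 further: 0% = tracer peptide without compound and 100% = reference inhibitor peptide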
Target sequence (Q9HD36 whole entry, looked up): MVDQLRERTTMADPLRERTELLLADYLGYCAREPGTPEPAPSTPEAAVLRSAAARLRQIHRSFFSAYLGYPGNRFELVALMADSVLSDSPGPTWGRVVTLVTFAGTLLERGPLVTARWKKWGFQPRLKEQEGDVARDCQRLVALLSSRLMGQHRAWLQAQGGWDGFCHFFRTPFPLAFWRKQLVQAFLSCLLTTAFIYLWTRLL
RGS7-Gao reg: RGS7-Galphao binding modulators, primary screen, biochemical, multiplexed bead flow cytometry. actives lie on both sides. binding response (% of control), % at 10 µM. 220,000 tested, 0.35% active. AID 1439, 2008; in the data active means binding response below about 49% or above about 150%; inconclusive means no clear call, values can overlap the other calls; inactive means in between;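 further: fluorescent Galphao held in activated GDP-AlF4 state binding bead-coupled RGS7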
Bim-Mcl-1: inhibitors of Bim peptide binding to Mcl-1, primary screen, biochemical, bead-based flow cytometry, multiplex; Bim peptide-Mcl-1 binding; 190,000 tested, 0.1% active; Induced myeloid leukemia cell differentiation protein Mcl-1 (Homo sapiens), Q07820; inhibition, % at 10 µM; AID 1009, 2008;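 further: 0% = no compound tracer wells and 100% = peptide blocker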
ABCG2 block: ABCG2 efflux pump inhibitors, primary screen, multiplex with ABCB1, IgMXP3 cells, flow cytometry. JC-1 efflux. 190,000 tested, 0.1% active. Broad substrate specificity ATP-binding cassette transporter ABCG2 (Homo sapiens), Q9UNQ0. inhibition, % at 6.6 µM;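 active means inhibition above 80%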;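 further: 0% = DMSO and 100% = nicardipine control wells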
Target sequence (Q9UNQ0 whole entry, looked up): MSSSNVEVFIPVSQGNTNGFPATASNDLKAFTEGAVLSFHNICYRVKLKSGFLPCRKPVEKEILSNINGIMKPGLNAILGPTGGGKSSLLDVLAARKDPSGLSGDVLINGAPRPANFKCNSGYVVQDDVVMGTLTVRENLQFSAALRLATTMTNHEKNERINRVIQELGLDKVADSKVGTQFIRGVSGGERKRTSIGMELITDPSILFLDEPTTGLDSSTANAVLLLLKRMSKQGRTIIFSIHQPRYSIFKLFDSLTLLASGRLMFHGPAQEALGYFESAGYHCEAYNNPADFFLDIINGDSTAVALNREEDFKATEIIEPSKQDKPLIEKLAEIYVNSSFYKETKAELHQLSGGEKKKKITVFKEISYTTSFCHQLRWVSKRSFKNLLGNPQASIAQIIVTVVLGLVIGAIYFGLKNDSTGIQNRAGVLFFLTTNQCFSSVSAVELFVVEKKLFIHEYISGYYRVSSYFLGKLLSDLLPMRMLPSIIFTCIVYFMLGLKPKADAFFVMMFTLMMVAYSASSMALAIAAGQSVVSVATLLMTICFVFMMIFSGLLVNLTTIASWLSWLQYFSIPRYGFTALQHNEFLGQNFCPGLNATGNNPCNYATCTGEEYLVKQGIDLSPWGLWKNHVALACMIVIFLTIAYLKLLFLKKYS
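Test system: ABCG2 IgMXP3 and barcoded ABCB1 CCRF-Adr cell mix; Schedule: cells with compound and JC-1, 10 min at 25 °C, rotating, no wash; Technique: flow cytometry of retained JC-1 fluorescence; Measure: % inhibition of efflux relative to nicardipine and DMSO; Controls: nicardipine high and DMSO low controls.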
* hit, by the source's call; ? = inconclusive; . = no result given. Unless noted, no stated cut-off is given here; in the data, active means inhibition above about 40%.

Values in the order: RGS4-Gao reg	Bcl-XL Bim block	Bcl-2 Bim block	Bim-Bfl-1	RGS8-Gao	ABCB1 block	Bcl-W Bim block	Bcl-B Bim block	RGS7-Gao reg	Bim-Mcl-1	ABCG2 block
[1] Fc1ccc(CSc2nnc(-c3cc4c(s3)-c3ccccc3CC4)o2)cc1
    100	4	0	-1	100	0.2	0	0	98	0	5
[2] Cn1cccc1-c1nc2ccccc2n1Cc1ccccc1
    90	3	3	0	96	0.9	1	3	91	1	3
[3] c1cc2c3c(cccc3c1)C(N1CCCCC1)=N2
    105	0	-1	-2	103	0.3	-2	0	106	-3	0
[4] CC1=NC(=O)C(N=Nc2cccc(O)c2)N1c1ccccc1 (stereo not drawn)
    99	-1	-2	-7	100	0.1	2	-4	100	0	0
[5] CN(C)C(=S)Nc1ccc2c(c1)OCO2
    97	-13	-1	18	94	0.7	0	-39	95	-9	4
[6] CC(Cc1ccccn1)NC(=O)CCc1nnc(C2CCCCC2)o1 (stereo not drawn)
    91	3	-3	-7	97	0.1	-3	0	93	2	1
[7] C/C(N)=C(/C#N)C(=O)COC(=O)c1ccc(C#N)cc1
    72	-2	-2	-4	84	0.2	-3	-5	97	0	4
[8] O=C(Nc1ccc(Cl)c(Cl)c1)c1ccc(Cn2c(=O)[nH]c3ccsc3c2=O)cc1
    100	-2	-1	0	102	-0.3	-3	-3	98	-4	0
[9] S=C1CSc2ccccc2N1
    101	-3	0	-4	100	0.0	-2	-4	96	-5	1
[10] CCOC(=O)CSc1nc(C)cc(C)n1
    102	-12	-1	-8	104	0.1	2	-2	100	0	0
[11] CC(C)(C)NC(=O)c1cccc(NC(=O)Cc2ccc(Br)cc2)c1
    79	-7	-24	-7	70	0.8	-4	-9	77	-4	29
[12] CC(=O)Nc1c(C)ccc2nsnc12
    114	-6	-12	-11	118	-0.4	-4	-9	112	-4	-1
[13] CCOc1ccc(CC(=O)Nc2ccc(-c3ccc4nnc(C)n4n3)cc2)cc1
    102	0	0	-2	102	-0.7	0	0	102	1	-4
[14] CC(=O)C1=C(O)C(=O)N(CCCn2ccnc2)C1c1ccc(C)cc1 (stereo not drawn)
    102	-10	-2	-11	100	-0.7	-1	-7	99	0	-4
[15] O=C(/C=C/c1ccco1)c1ccc(O)cc1
    102	-2	0	-8	97	1.4	0	-4	101	0	2
[16] Cc1nnc(NC2(C(F)(F)F)C(=O)Nc3c2c(=O)n(C)c(=O)n3C)s1 (stereo not drawn)
    100	-7	-7	-14	101	0.1	-3	-8	99	-2	0
[17] Cc1cc(C)c2c(=O)[nH]c(SCC(=O)c3ccc(C)c(C)c3)nc2n1
    96	-3	0	-5	98	0.8	-1	-1	98	0	3
[18] Cc1cccc(CS(=O)(=O)Cc2ccc(C(=O)NCc3ccco3)o2)c1
    95	-1	-6	-11	94	-0.4	1	-7	94	-1	14
[19] COc1ccc(-c2noc(CCC(=O)Nc3ccc4c(c3)OCCO4)n2)cc1
    103	6	-13	-15	103	0.5	1	-7	100	-1	4
[20] COC(Cc1nnc(SC)n1-c1ccc(Cl)cc1)OC
    97	-15	-9	-11	92	0.1	-5	-8	98	-7	-2
[21] NC(N)=Nc1nc2ccc(Br)cc2c(=O)[nH]1
    101	1	3	1	101	0.4	3	2	97	0	3
[22] CC(C)(C)c1ccc(/C=N/NC(=O)c2ccccn2)cc1
    104	0	-2	-6	103	0.0	-1	-2	104	-1	1
[23] COc1cc(NC(=O)COC(=O)c2ccc(S(=O)(=O)N3CC(C)CC(C)C3)cc2)c(C)cc1[N+](=O)[O-] (stereo not drawn)
    103	2	20	9	104	0.1	14	30	100	2	-2
[24] Cc1ccc2c(c1)C1C=CCC1C(C(=O)O)N2 (stereo not drawn)
    91	4	17	17	92	-1.8	8	19	75	9	-4
[25] CCc1ccc(CCC(=O)Nc2sc3c(c2C#N)CCCC3)o1
    98	-4	-1	-2	96	0.3	7	-1	102	5	2
[26] CCC(=O)Nc1nc2ccccc2n1Cc1ccccc1
    91	-3	-4	-7	94	0.2	0	-3	97	0	0
[27] CC(C)CC(=O)CN1C(=O)C2(OCCO2)c2ccccc21
    104	-6	-6	-7	105	0.1	3	-5	105	6	0
[28] COC(=O)CNC(=O)C1CCCN1C(=O)CNC(=O)OC(C)(C)C (stereo not drawn)
    97	-5	-8	-9	100	-7.8	-3	-9	97	-1	-5
[29] Cc1cc(NC(=O)CN2C(=O)NC(Cc3ccccc3)C2=O)no1 (stereo not drawn)
    104	4	-9	-11	100	0.0	0	-4	99	0	0
[30] O=C(CSc1nc2ccccc2[nH]1)Nc1ccc2c(c1)OCCO2
    102	-2	-9	-8	102	-0.2	0	-12	108	-3	1
[31] O=C(CN1C(=O)CSc2ncccc21)N1CCOCC1
    96	-5	-7	-12	98	0.4	0	-8	99	-1	1
[32] Cc1nn(CC2CC2)c(=O)n1-c1cccc(Cl)c1
    98	2	-1	-4	101	0.1	0	-3	?	0	0
[33] COc1ccc(N2CSC3=C(C#N)C(c4cccs4)CC(=O)N3C2)cc1 (stereo not drawn)
    98	3	2	20	89	-0.4	8	-8	116	-3	-1
[34] O=c1[nH]cnc2c1N1CCC2CC1
    101	-4	-1	-2	102	1.0	1	-2	97	-3	7
[35] Cc1cc(C)nc(NNC(=O)NC2CCCCC2)n1
    -11*	-1	-4	-5	2.4*	-0.2	1	-2	-8.8*	-2	0
[36] CC1CN(C(=S)SCCN2Cc3ccccc3C2=O)CC(C)O1 (stereo not drawn)
    105	25	16	23	87	0.7	17	16	104	21	4
[37] CCOC(=O)Cn1c(C)nc2c(C(=O)OCC)sc(C)c2c1=O
    103	-4	-11	-19	102	-0.2	-2	-12	103	-5	4
[38] CC(=O)c1cc(-c2ccccc2)n(CC(=O)N2CCN(C3CCCC3)CC2)c1C
    107	-4	-1	-2	131	1.6	-5	-4	103	-3	1
[39] CCOc1cc(/C=C2/C(=O)ON=C2C)ccc1OCc1ccccc1
    90	0	4	0	83	0.7	0	-5	87	0	14
[40] CCN(Cc1ccccc1)C(=O)COc1cc(=O)n(CC)c2ccccc12
    101	0	-4	-6	105	1.2	0	-4	103	0	4
[41] CC(C)N(c1ccccc1)c1ccc(NC(=O)CCl)cc1
    96	-1	-3	1	98	0.5	0	-1	?	-1	4
[42] O=C(Nc1cccc(F)c1)C1CCN(C(=O)c2ccc(Br)cc2)CC1
    103	-1	0	-9	101	0.1	6	0	98	0	1
[43] O=C(NCc1ccc2c(c1)OCO2)C1CCC(CNS(=O)(=O)c2ccc(Cl)cc2)CC1 (stereo not drawn)
    117	-3	0	-4	111	0.2	0	-4	117	1	1
[44] Cc1oncc1C(=O)NC(C)C
    84	2	1	-8	97	.	1	-4	96	4	.
[45] CCCc1nnc(NC(=O)c2cc3ccccc3oc2=O)s1
    97	-1	-6	-8	101	0.3	-1	0	99	0	2
[46] CC(CNS(=O)(=O)c1cc(Cl)ccc1Cl)CN(C)C (stereo not drawn)
    103	-16	-6	-13	99	0.4	4	-8	102	0	1
[47] Cc1ccc(NC(=O)c2cc(N3C(=O)C4CC=CCC4C3=O)ccc2N2CCOCC2)cc1Cl (stereo not drawn)
    101	-1	-1	-2	105	0.9	-3	-2	102	-3	4
[48] CCC(CC)c1nc(NCCC(=O)O)c2ccccc2n1
    126	2	0	0	108	0.3	0	0	113	0	0
[49] CC(=O)Nc1sc(N)nc1-c1ccccc1
    99	-4	-6	-9	101	0.3	-1	-6	97	0	0
[50] COc1ccc(/C=C2/CC/C(=C\c3ccc(OC)c(OC)c3OC)C2=O)c(OC)c1OC
    97	-3	1	3	108	-0.7	0	-12	95	-2	-3
[51] COc1ccc(-c2ccc(SCC(=O)Nc3cc(C)on3)nn2)cc1OC
    102	0	-9	-12	99	0.4	-1	-3	101	0	2
[52] CCOc1ccc(N2C(=O)CC(N3CC(C)OC(C)C3)C2=O)cc1 (stereo not drawn)
    98	-3	-3	-8	101	0.4	9	-5	102	0	2
[53] CCCCOC(=O)c1ccc(NC(=O)C(=O)NCc2ccco2)cc1
    97	-1	0	1	94	0.0	1	2	98	2	0
[54] CCN1CCN(CCNC(=O)c2ccc(/C=C3/Sc4ccccc4N(Cc4cccc(Cl)c4)C3=O)cc2)CC1
    97	-3	-3	-3	97	0.8	-3	-9	95	-2	-1
[55] O=C1NC(c2cccc(Br)c2)=N/C1=C\c1ccco1
    100	-2	-3	-7	100	-0.9	-1	-3	102	-1	-5
[56] CC(/C=C/c1ccccc1)=N/NC(=O)CCC(=O)Nc1ccccc1C
    103	-4	-1	-1	104	0.6	-2	-3	100	-2	5
[57] O=C(CNC1CCCCC1)Nc1ccc([N+](=O)[O-])cc1C(=O)Nc1ccccc1F
    102	-4	-1	-2	100	0.0	0	-4	?	-2	0
[58] Cc1ccc(Cn2c(=N)c(C(=O)NCc3ccco3)cc3c(=O)n4ccccc4nc32)cc1
    105	0	3	4	115	2.0	1	9	104	-1	5
[59] COc1ccc(/C=N/NC(=O)c2cc(=O)[nH]c3ccccc23)cc1OC
    98	1	-1	-7	99	-0.3	1	-1	97	0	-1
[60] O=C(Nc1ccc(-c2cc3ccccc3oc2=O)c(Cl)c1)c1cccnc1
    108	-6	0	0	104	0.8	-6	-8	103	-3	7
[61] O=C(NC(=S)Nc1ccccc1N1CCCC1)c1ccc(-c2cccc([N+](=O)[O-])c2)o1
    100	-3	0	-1	99	-0.4	-3	-3	98	-1	-1
[62] Cc1ccc(SCC(=O)Nc2ccc(C(=O)Nc3ccc(O)cc3)cc2)cc1
    97	-4	-2	-2	99	0.0	-3	-4	95	0	0

From no. 50 to 53, copied from above:
Values in the order: RGS4-Gao reg	Bcl-XL Bim block	Bcl-2 Bim block	Bim-Bfl-1	RGS8-Gao	ABCB1 block	Bcl-W Bim block	Bcl-B Bim block	RGS7-Gao reg	Bim-Mcl-1	ABCG2 block
[50] COc1ccc(/C=C2/CC/C(=C\c3ccc(OC)c(OC)c3OC)C2=O)c(OC)c1OC
    97	-3	1	3	108	-0.7	0	-12	95	-2	-3
[51] COc1ccc(-c2ccc(SCC(=O)Nc3cc(C)on3)nn2)cc1OC
    102	0	-9	-12	99	0.4	-1	-3	101	0	2
[52] CCOc1ccc(N2C(=O)CC(N3CC(C)OC(C)C3)C2=O)cc1 (stereo not drawn)
    98	-3	-3	-8	101	0.4	9	-5	102	0	2
[53] CCCCOC(=O)c1ccc(NC(=O)C(=O)NCc2ccco2)cc1
    97	-1	0	1	94	0.0	1	2	98	2	0

Rows are unselected; overall some 0.94% were active at least once.
